High-throughput results from PubChem BioAssay.
EPAC1 antag: EPAC1 (human) antagonism; AID 720709; EPAC1 GEF assay, Rap1b-BODIPY-GDP exchange fluorescence; O95398; 360,000 compounds, 0.14% hits; Potency, µM (top dose mostly 115 µM), without a hit: top-dose activity change, negative = inhibition, most hits filed as inhibitors;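 also: potency is read from the fitted curve at half-maximal effect; plate controls were vehicle for no effect and positive control for full effect; nearly all actives have a fitted effect of over 50% in size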
Target sequence (O95398 whole entry, looked up): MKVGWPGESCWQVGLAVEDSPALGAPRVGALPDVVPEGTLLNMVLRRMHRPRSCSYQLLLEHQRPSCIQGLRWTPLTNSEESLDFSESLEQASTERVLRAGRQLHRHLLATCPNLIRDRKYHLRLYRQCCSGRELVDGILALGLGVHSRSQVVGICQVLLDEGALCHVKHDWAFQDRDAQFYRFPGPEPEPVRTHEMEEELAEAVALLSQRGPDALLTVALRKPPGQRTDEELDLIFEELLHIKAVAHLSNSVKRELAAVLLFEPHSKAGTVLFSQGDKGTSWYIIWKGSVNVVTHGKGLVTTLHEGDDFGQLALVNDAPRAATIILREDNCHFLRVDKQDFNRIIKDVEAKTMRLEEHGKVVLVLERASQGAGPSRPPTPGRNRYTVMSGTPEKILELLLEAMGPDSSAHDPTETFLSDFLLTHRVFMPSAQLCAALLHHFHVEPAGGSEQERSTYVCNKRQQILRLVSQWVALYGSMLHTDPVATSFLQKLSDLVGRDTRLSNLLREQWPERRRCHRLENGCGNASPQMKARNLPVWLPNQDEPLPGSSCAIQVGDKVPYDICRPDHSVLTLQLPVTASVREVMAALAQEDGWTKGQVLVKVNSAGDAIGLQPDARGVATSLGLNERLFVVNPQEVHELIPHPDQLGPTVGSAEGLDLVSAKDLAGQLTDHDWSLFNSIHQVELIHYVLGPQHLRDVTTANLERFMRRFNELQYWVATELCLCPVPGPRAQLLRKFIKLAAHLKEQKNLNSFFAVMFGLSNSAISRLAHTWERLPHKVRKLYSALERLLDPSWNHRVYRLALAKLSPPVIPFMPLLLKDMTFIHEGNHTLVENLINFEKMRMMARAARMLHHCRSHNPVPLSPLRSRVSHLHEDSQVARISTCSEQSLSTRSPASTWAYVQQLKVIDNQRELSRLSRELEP
PI5P4Ka inh: inhibitors of human PI5P4K alpha; PI5P4Kalpha enzyme, ADP-Glo luminescence, 60 min; stronger effect = lower value; max response, %; 330,000 compounds, 1.2% hits; AID 652105; active = max response of -50% or lower; also: value at the top dose of about 77 µM; % is scaled to controls: 0 for no effect and ±100 for the full control effect
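Quantitative HTS of the MLSMR library against PI5P4Kalpha with substrate. ATP added last at 5 microM final; room temperature, 60 minutes. Remaining ATP depleted, ADP converted and read as luminescence.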
IL-2 act: activators of IL-2; IL-2 activation reporter assay, cell-based qHTS; stimulated with anti-CD3/CD4/CD28 beads; in transgenic mouse T cells; AID 652025; activation, % (series mostly up to about 46 µM); 360,000 compounds, 0.065% hits; in the data active = activation above about 50%; also: 0% is about no effect
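EGFP and DsRed fluorescence is measured by plate cytometry in unstimulated transgenic mouse T cells exposed to compound for 60 minutes, then stimulated 18 hours at 37 degrees C with anti-CD3/anti-CD4 beads plus anti-CD28.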
Abeta yeast res: restores growth of yeast expressing A-beta42 peptide; AID 1347071; 410,000 compounds, 0.063% hits; Potency, µM (top dose mostly 46.1 µM), without a hit: at the highest dose growth rescue, hits mostly activators; yeast expressing A-beta42, growth rescue, OD600, 48 h; response scale: 0% DMSO, 100% iron-clioquinol control; also: potency is read from the fitted curve at half-maximal effect; nearly all actives have a fitted effect of over 55% in size
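Yeast growth medium received pinned compounds, then yeast cells expressing toxic A-beta were added; plates incubated at 30 C for 48 hr. Growth read as absorbance at 600 nm, normalized to DMSO and equimolar FeCl3 plus clioquinol controls.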
EPAC1 ag: activates human EPAC1 exchange factor; O95398; EPAC1 agonist qHTS, biochemical assay; response scale: 100% = response to 6.5 mM cAMP; Potency, µM (highest dose often 154 µM), for the others: at the highest dose activation, usual class: activators; 360,000 compounds, 0.073% hits; also: potency is read from the fitted curve at half-maximal effect; nearly all actives have a fitted effect of over 60% in size
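Compounds were pinned as a concentration titration into mixtures of EPAC1 (100 nM), BODIPY-GDP-loaded Rap1B (250 nM) and GDP (50 uM). After 5 min at room temperature, fluorescence was followed for 30 min; activity was scaled to 6.5 mM cAMP.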
FUS yeast rescue: FUS proteinopathy suppression in yeast | S. cerevisiae FUS-expressing, growth rescue, OD600, 24 h | Potency, µM (titrated, usually from 76.6 µM), for inactives: at the highest dose growth rescue (activation), most hits filed as activators | 390,000 compounds, 0.24% hits;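 also: potency is read from the fitted curve at half-maximal effect; plate controls were DMSO vehicle for no effect and reference control for full effect; nearly all actives have a fitted effect of over 55% in size; some results filed as inactive show a strong effect at the top dose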
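Cultures pregrown in 2.5% raffinose medium are shifted to minimal medium containing 2% galactose to express toxic FUS. Compounds are tested at several concentrations. After 24hr at 30C, growth is quantified at 600 nm absorbance.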
PLK1 PBD block: PLK1 (human) polo-box domain binding inhibition | 360,000 compounds, 2.8% hits | Potency, µM, for the others: max response, negative = inhibition, hits mostly inhibitors | Plk1 PBD binding of FITC phosphopeptide, fluorescence polarization | AID 720504 | P53350; also: potency is read from the fitted curve at half-maximal effect; series mostly up to about 57 µM; % is scaled to controls: 0 for no effect and ±100 for the full control effect; nearly all actives have a fitted effect of over 65% in size
WRN helicase inh: WRN helicase (human) inhibition; Potency, µM (highest dose often 114 µM), for inactives: at the top dose activity change, negative = inhibition, most hits filed as inhibitors; Q14191; 360,000 compounds, 0.46% hits; WRN helicase unwinding, fluorescent forked duplex, kinetic; also: potency is read from the fitted curve at half-maximal effect; % is scaled to controls: 0 for no effect and ±100 for the full control effect; nearly all actives have a fitted effect of over 55% in size
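Screening of the MLSMR collection measured strand separation of a quenched forked DNA duplex (100 nM) by 20 nM WRN with 2 mM ATP, all final. Compounds were preincubated with enzyme 15 min at room temperature.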
* = called active by the depositor; & = joins results of further samples; [ ] = dose if it differs, or a comment. Unless noted, calls follow the shape of the dose curve; as a rule, active = well fitted curve in the direction sought with a large enough effect; inconclusive = small, poorly fitted or top-dose-only effect, or another doubt; inactive = no such curve, though single readings can be large; an effect the other way counts as inactive or inconclusive.

How did CN1CCN(C(=O)/C(=C/c2cccs2)NC(=O)c2cccs2)CC1 do in these assays?
EPAC1 antag: -5%; PI5P4Ka inh: 3; IL-2 act: 3.0; Abeta yeast res: 14%; EPAC1 ag: 1%; FUS yeast rescue: -11%; PLK1 PBD block: -4%; WRN helicase inh: -2%

How did Cn1c(-c2ccc(Br)cc2)cnc1NCc1cccnc1 do in these assays?
EPAC1 antag: -2%; PI5P4Ka inh: 1; IL-2 act: -1.0; Abeta yeast res: 8%; EPAC1 ag: 4%; FUS yeast rescue: 13%; PLK1 PBD block: -9%; WRN helicase inh: -5%

How did O=C(COC(=O)c1ccccc1O)Nc1ccc(OC(F)F)cc1 do in these assays?
EPAC1 antag: 5%; PI5P4Ka inh: 12; IL-2 act: -5.1; Abeta yeast res: 14%[9.22 µM]; EPAC1 ag: -8%; FUS yeast rescue: -21%; PLK1 PBD block: -1%; WRN helicase inh: -16%

Results for COc1ccc(CCNC(=O)c2ccccc2NC(=O)c2ccco2)cc1OC ?
EPAC1 antag: 6%; PI5P4Ka inh: 4; IL-2 act: 0.0; Abeta yeast res: 11%; EPAC1 ag: -1%; FUS yeast rescue: -5%; PLK1 PBD block: 2%; WRN helicase inh: -5%

What do the screens show for `CC1=C(C(=O)N2CCCC(CCC(=O)NCc3ccc(F)c(F)c3)C2)OCCO1` (stereo unspecified)?
EPAC1 antag: 15%; PI5P4Ka inh: 1; IL-2 act: 1.3; Abeta yeast res: -9%; EPAC1 ag: 0%; FUS yeast rescue: 13%; PLK1 PBD block: -7%; WRN helicase inh: -1%

Results for COc1ccc(S(=O)(=O)N(C)C[C@H]2OCc3cnnn3CCCC(=O)N([C@H](C)CO)C[C@H]2C)cc1 ?
EPAC1 antag: 8%; PI5P4Ka inh: 4; IL-2 act: -2.5; Abeta yeast res: -10%; EPAC1 ag: -6%; FUS yeast rescue: 4%; PLK1 PBD block: -13%; WRN helicase inh: -7%

What do the screens show for `Cc1ccc(C(=O)OCC(=O)NCC2CCCO2)c(C)c1` (stereo unspecified)?
EPAC1 antag: 2%; PI5P4Ka inh: -4; IL-2 act: -1.4; Abeta yeast res: -17%; EPAC1 ag: -14%; FUS yeast rescue: -2%; PLK1 PBD block: 2%; WRN helicase inh: 0%

How did O=C(CCNS(=O)(=O)c1cccc(C(F)(F)F)c1)NC1CC1 do in these assays?
EPAC1 antag: -5%; PI5P4Ka inh: -4; IL-2 act: 0.3; Abeta yeast res: 2%; EPAC1 ag: 10%; FUS yeast rescue: -25%; PLK1 PBD block: 4%; WRN helicase inh: -2%

What do the screens show for `NC(=O)c1nsc(C(=O)N(c2ccccc2F)C(C(=O)NCc2ccccc2)c2ccc(O)cc2)c1N` (stereo unspecified)?
EPAC1 antag: 0%; PI5P4Ka inh: -15; IL-2 act: -1.2; Abeta yeast res: -2%; EPAC1 ag: -1%; FUS yeast rescue: 1%; PLK1 PBD block: 3%; WRN helicase inh: -5%

Results for CCN(CC)S(=O)(=O)c1ccc(C(=O)Nc2nnc(CSC)o2)cc1 ?
EPAC1 antag: 2%; PI5P4Ka inh: 0; IL-2 act: -0.1; Abeta yeast res: -12%; EPAC1 ag: -1%; FUS yeast rescue: -16%; PLK1 PBD block: -8%; WRN helicase inh: -1%

6 entries already listed, ordered by length of the SMILES, ascending.
What do the screens show for `Cc1ccc(C(=O)OCC(=O)NCC2CCCO2)c(C)c1` (stereo unspecified)?
EPAC1 antag: 2%; PI5P4Ka inh: -4; IL-2 act: -1.4; Abeta yeast res: -17%; EPAC1 ag: -14%; FUS yeast rescue: -2%; PLK1 PBD block: 2%; WRN helicase inh: 0%

How did O=C(COC(=O)c1ccccc1O)Nc1ccc(OC(F)F)cc1 do in these assays?
EPAC1 antag: 5%; PI5P4Ka inh: 12; IL-2 act: -5.1; Abeta yeast res: 14%[9.22 µM]; EPAC1 ag: -8%; FUS yeast rescue: -21%; PLK1 PBD block: -1%; WRN helicase inh: -16%

How did O=C(CCNS(=O)(=O)c1cccc(C(F)(F)F)c1)NC1CC1 do in these assays?
EPAC1 antag: -5%; PI5P4Ka inh: -4; IL-2 act: 0.3; Abeta yeast res: 2%; EPAC1 ag: 10%; FUS yeast rescue: -25%; PLK1 PBD block: 4%; WRN helicase inh: -2%

How did CN1CCN(C(=O)/C(=C/c2cccs2)NC(=O)c2cccs2)CC1 do in these assays?
EPAC1 antag: -5%; PI5P4Ka inh: 3; IL-2 act: 3.0; Abeta yeast res: 14%; EPAC1 ag: 1%; FUS yeast rescue: -11%; PLK1 PBD block: -4%; WRN helicase inh: -2%

Results for CCN(CC)S(=O)(=O)c1ccc(C(=O)Nc2nnc(CSC)o2)cc1 ?
EPAC1 antag: 2%; PI5P4Ka inh: 0; IL-2 act: -0.1; Abeta yeast res: -12%; EPAC1 ag: -1%; FUS yeast rescue: -16%; PLK1 PBD block: -8%; WRN helicase inh: -1%

What do the screens show for `CC1=C(C(=O)N2CCCC(CCC(=O)NCc3ccc(F)c(F)c3)C2)OCCO1` (stereo unspecified)?
EPAC1 antag: 15%; PI5P4Ka inh: 1; IL-2 act: 1.3; Abeta yeast res: -9%; EPAC1 ag: 0%; FUS yeast rescue: 13%; PLK1 PBD block: -7%; WRN helicase inh: -1%

Reprinted from the listing, 2 compounds:
How did O=C(CCNS(=O)(=O)c1cccc(C(F)(F)F)c1)NC1CC1 do in these assays?
EPAC1 antag: -5%; PI5P4Ka inh: -4; IL-2 act: 0.3; Abeta yeast res: 2%; EPAC1 ag: 10%; FUS yeast rescue: -25%; PLK1 PBD block: 4%; WRN helicase inh: -2%

What do the screens show for `NC(=O)c1nsc(C(=O)N(c2ccccc2F)C(C(=O)NCc2ccccc2)c2ccc(O)cc2)c1N` (stereo unspecified)?
EPAC1 antag: 0%; PI5P4Ka inh: -15; IL-2 act: -1.2; Abeta yeast res: -2%; EPAC1 ag: -1%; FUS yeast rescue: 1%; PLK1 PBD block: 3%; WRN helicase inh: -5%

Additional records
How did CCOC(=O)Cn1nc2sc3ccccc3n2c(=O)c1=O do in these assays?
EPAC1 antag: -16%; PI5P4Ka inh: 3; IL-2 act: -5.4; Abeta yeast res: -17%; EPAC1 ag: -6%; FUS yeast rescue: 7%; PLK1 PBD block: -13%; WRN helicase inh: 10%

How did CCc1ccccc1NC(=O)C1=CC(c2ccc(OC)c(OC)c2)=NS(=O)(=O)N1C do in these assays?
EPAC1 antag: 1%; PI5P4Ka inh: 2; IL-2 act: -2.1; Abeta yeast res: -7%&0%; EPAC1 ag: 3%; FUS yeast rescue: 1%&-7%; PLK1 PBD block: -10%; WRN helicase inh: -3%

What do the screens show for `COc1ccccc1C/C(N)=N/OC(=O)COc1cccc(C)c1`?
EPAC1 antag: 2%; PI5P4Ka inh: 0; IL-2 act: -0.3; Abeta yeast res: 4%; EPAC1 ag: 5%; PLK1 PBD block: 0%; WRN helicase inh: 0%

Results for O=C(NCc1ccncc1)Nc1ccccc1Cl ?
EPAC1 antag: 5%; PI5P4Ka inh: 1; IL-2 act: -0.4; Abeta yeast res: 15%; EPAC1 ag: 0%; FUS yeast rescue: 6%; PLK1 PBD block: -2%; WRN helicase inh: -9%

How did CNc1cncc(-c2ccc(OC)c(OC)c2)n1 do in these assays?
EPAC1 antag: 38%[activator]; PI5P4Ka inh: 2; IL-2 act: -0.6; Abeta yeast res: -45%[inhibitor]; EPAC1 ag: 1%; FUS yeast rescue: -4%; PLK1 PBD block: -6%; WRN helicase inh: 0%

Results for Cc1nc(SCC(=O)Nc2nc3ccccc3s2)n[nH]1 ?
EPAC1 antag: -1%; PI5P4Ka inh: -6; IL-2 act: -2.3; Abeta yeast res: 6%; EPAC1 ag: -1%; FUS yeast rescue: 30%; PLK1 PBD block: -2%; WRN helicase inh: -5%

Results for CC(C)C(C(=O)NC1CCCC1)N1CCC(O)(c2ccc(Cl)cc2)CC1 (stereo unspecified) ?
EPAC1 antag: -13%; PI5P4Ka inh: 5; IL-2 act: 0.1; Abeta yeast res: -11%; EPAC1 ag: -3%; FUS yeast rescue: -8%; PLK1 PBD block: -16%; WRN helicase inh: -12%

What do the screens show for `CC(C)=C(NC(=O)c1ccccc1)C(=O)N/N=C(\C)c1ccccc1O`?
EPAC1 antag: -16%; PI5P4Ka inh: 4; IL-2 act: 1.9; Abeta yeast res: 22%; EPAC1 ag: 3%; FUS yeast rescue: -4%; PLK1 PBD block: -4%; WRN helicase inh: -19%[57.1 µM]

Results for COC(=O)C(CC(C)C)Oc1ccc2c(C)cc(=O)oc2c1 (stereo unspecified) ?
EPAC1 antag: 0%; PI5P4Ka inh: 1; IL-2 act: -2.2; Abeta yeast res: 23%; EPAC1 ag: 14%; FUS yeast rescue: 21%; PLK1 PBD block: -3%; WRN helicase inh: -5%
